Fluor 339 460: intrinsic fluorescence of library compounds, ex339/em460 – biochemical, MLSMR library, data from DPM-DC assay, artefact control, profiling panel; compound autofluorescence, ex339/em460 nm, NADH buffer; stronger effect = higher value; 1 = no-compound wells, NADH background; fluorescence fold increase at 10 µM; 5.5% of 65,000 active;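 active = at 10 µM, mean starting fluorescence two-fold or more over control wells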;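 also: signal is the first read of a kinetic run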
TNAP act mid DEA: human TNAP enzyme activators, primary screen, biochemical, luminescent, intermediate phosphate acceptor level | Alkaline phosphatase, tissue-nonspecific isozyme (Homo sapiens), P05186 | AID 813, 2007 | activation factor at 20 µM | 64,000 tested, under 10 active | purified TNAP, CDP-star luminescence, 100 mM DEA, 30 min; stronger effect = higher value; scale: 0 levamisole-inhibited, 1 vehicle-only enzyme;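 active = activation factor of at least 2 at 20 µM, relative to controls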
SF1 activator: activators of human SF-1, primary screen, cell-based, CHO-K1, Gal4-SF-1 LBD, luciferase luminescence | CHO-K1 Gal4-SF-1 LBD luciferase reporter; % increase over DMSO SF-1-specific signal | activation, % at 10 µM | 1.9% of 65,000 active;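 active = activation above the mean activation of all tested compounds plus 3 SD, cut at about 50% in these data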
Target sequence (Q13285 whole entry, looked up, the tested form may be a part): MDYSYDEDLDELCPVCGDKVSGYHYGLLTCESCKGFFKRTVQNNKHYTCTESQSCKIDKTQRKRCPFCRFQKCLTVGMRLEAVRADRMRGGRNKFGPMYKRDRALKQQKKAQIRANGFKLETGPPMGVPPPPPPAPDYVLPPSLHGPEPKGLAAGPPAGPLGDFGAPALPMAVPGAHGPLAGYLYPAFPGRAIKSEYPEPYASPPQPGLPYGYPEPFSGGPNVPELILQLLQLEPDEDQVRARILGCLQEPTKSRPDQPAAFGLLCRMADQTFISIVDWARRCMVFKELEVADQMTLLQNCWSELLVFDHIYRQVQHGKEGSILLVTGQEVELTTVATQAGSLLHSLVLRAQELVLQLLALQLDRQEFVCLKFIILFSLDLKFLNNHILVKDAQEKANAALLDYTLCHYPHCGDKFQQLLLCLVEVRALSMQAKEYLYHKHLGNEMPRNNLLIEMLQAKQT
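material = CHO-K1 cells with Gal4–hSF-1 LBD chimera plus Gal4-driven luciferase | compound = 10 µM single point, 1% DMSO | incubation = 20 h compound exposure at 37 °C after 1 h cell settling | measured by = SteadyLite luciferase luminescence | evaluation = percent activation relative to DMSO median and mock-transfected background | control set = DMSO negative control and −SF1 background wells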
tolC growth inh: growth inhibitors of E. coli tolC mutant, primary screen, strain BW25113 ΔtolC::kan, 384-well | growth inhibition, % at 10 µM (by protocol) | AID 573, 2007 | 2.2% of 65,000 active | OD615;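 active = growth inhibition at or above a cutoff equal to the mean over every tested compound plus 3 SD, cut at about 60% in these data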;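 also: growth measured after 20 h incubation at 37 °C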
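Test system – E. coli BW25113 ΔtolC::kan, tolC deletion mutant strain · Detection – OD at 615 nm · Buffer or medium – LB with kanamycin 50 µg/mL · Times – 20 h compound exposure of bacteria at 37 °C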
RORa activator: activators of orphan receptor RORA, primary screen, cell-based, luminescence; Nuclear receptor ROR-alpha (Homo sapiens), P35398; CHO-K1 Gal4-RORA LBD luciferase reporter; percent increase over mock-subtracted basal signal; activation, % at 10 µM; 1.5% of 65,000 active; AID 560, 2006;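 active = activation above the mean of all tested compounds plus 3 SD, cut at about 49% in these data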;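 also: 0% = DMSO-treated RORA cells and 100% = added signal equal to DMSO minus mock-transfected cells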
M1 antag: antagonists of rat M1 muscarinic receptor. 3.4% of 64,000 active. B-score at 10 µM. CHO-M1 cells, Fluo-4 calcium, ACh EC80 antagonist mode; stronger effect = lower value;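 active = calcium fluorescence response, raw or row-and-column corrected B-score, differing from the plate sample mean either way at a set confidence level, mostly lower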
Target sequence (P08482 whole entry, looked up): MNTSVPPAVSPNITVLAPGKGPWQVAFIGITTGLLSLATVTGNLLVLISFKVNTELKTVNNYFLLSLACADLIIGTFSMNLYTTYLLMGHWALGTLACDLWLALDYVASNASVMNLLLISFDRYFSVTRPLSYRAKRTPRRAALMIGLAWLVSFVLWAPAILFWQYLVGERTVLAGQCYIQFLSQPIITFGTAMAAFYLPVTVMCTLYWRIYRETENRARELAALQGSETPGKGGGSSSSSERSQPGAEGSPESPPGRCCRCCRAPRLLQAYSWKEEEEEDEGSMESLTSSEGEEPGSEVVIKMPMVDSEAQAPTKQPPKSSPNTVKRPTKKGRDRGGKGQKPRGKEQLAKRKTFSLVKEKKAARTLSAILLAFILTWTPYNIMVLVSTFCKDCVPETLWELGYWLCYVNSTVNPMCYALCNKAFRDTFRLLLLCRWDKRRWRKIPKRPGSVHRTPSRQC
NADH coupling: inhibitors of PK/LDH coupling enzymes, profiling panel, artefact control, biochemical, MLSMR library; 0.02% of 65,000 active; coupled PK/LDH NADH assays, four targets; IC50, µM (top dose mostly 10 µM), for inactives: at the top dose inhibition;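 active = single-dose screening hits from any of four coupled enzyme assays that gave an IC50 when retested across doses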;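 also: the DPM-DC format reads NADH fluorescence rather than 340 nm absorbance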
M1 agonist: M1 muscarinic receptor agonists, primary screen, CHO-M1 cells, Fluo-4 calcium, agonist mode; AID 626, 2007; B-score at 10 µM; Fluo-4 calcium fluorescence; stronger effect = higher value; Muscarinic acetylcholine receptor M1; 3% of 64,000 active;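 active = fluorescence rise, raw or as B-score row- and column-corrected plate score, outside the 99.7% band of its plate's samples, either direction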
E coli RNAP: E. coli RNAP inhibitors, biochemical; DNA-directed RNA polymerase subunit beta (Escherichia coli (strain K12)), P0A8V2; E. coli RNA polymerase, fluorescence transcription assay; inhibition, %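 (tested at 10 µM)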; 0.2% of 62,000 active; AID 559, 2006; in the data active = inhibition above about 20%;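 also: 0% = enzyme without compound and 100% = no enzyme blank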
* = called active by the depositor; · = no result given; [ ] = another dose, or the depositor's remark.

SMILES	Fluor 339 460	TNAP act mid DEA	SF1 activator	tolC growth inh	RORa activator	M1 antag	NADH coupling	M1 agonist	E coli RNAP
COc1ccc(OC)c(S(=O)(=O)N2c3cc(F)ccc3CCC2C)c1 (stereo not drawn)	1.1	1	7	57	-17	0.62	4%	0.64	7
O=C(CCN1C(=O)C2C3C=CC(C3)C2C1=O)N1CC(=O)N(CCc2ccccc2)C(=O)C1 (stereo not drawn)	1.2	0.9	11	2	-5	-0.2	0%	-0.5	2
O=C(Nc1nc2c(ccc3ccccc32)s1)c1ccco1	2.8*	0.9	63*	55	59*	0.031	3%	0.36	1
O=C(c1ccc(Cl)s1)N1CCN(c2ccccc2)CC1	1.1	0.8	-7	14	-3	-0.11	3%	0.023	8
O=C(CSc1nnc(-c2ccc(Cl)s2)o1)N1CCCc2ccccc21	1.2	1	-19	40	1	·	0%	·	3
COc1ccc2c(c1)CCc1c(C(=O)NC3CCCCC3)noc1-2	1.1	1	54*	-23	34	·	5%	·	-8
CCCCN(CC)CCCNC(=O)Cn1nc(Cc2ccncc2)c2ccccc2c1=O	1.1	1	3	-4	-14	-0.51	0%	0.16	7
COc1cc2c(C(=O)NCc3ccc(C)o3)cn(CC(C)C)c(=O)c2cc1OC	1.1	0.9	21	0	3	0.23	3%	0.041	4
N#CC1(c2nc3ccccc3[nH]2)CC1c1ccc2c(c1)OCO2 (stereo not drawn)	1.2	0.9	9	6	19	0.29	2%	2.9*	-3
CCOc1cc(S(=O)(=O)NCC2OCCc3ccccc32)c(OCC)cc1-n1cnnn1 (stereo not drawn)	3.9*	1	4	3	-4	0.6	0%[fluoresces]	0.046	5
CC(=O)N(c1ccc2oc(=O)sc2c1)S(=O)(=O)c1cccs1	1	0.8	-4	-23	-17	0.27	6%	-0.21	9
CCn1c(SCC(=O)Nc2ccc3c(c2)OCO3)nc2c(c1=O)SC(C)C2 (stereo not drawn)	0.94	0.8	-2	6	3	-0.07	2%	0.4	8
Oc1ccccc1-c1nc(NCC2CCCO2)c2ccccc2n1 (stereo not drawn)	1.1	0.9	-6	66*	1	0.55	4%	-0.24	9
CN1/C(=C\C(=O)COC(=O)CN2C(=O)C3CC=CCC3C2=O)C(C)(C)c2ccccc21 (stereo not drawn)	2	0.9	-2	22	-34	-0.093	8%	-0.7	-3
C=CCn1cc(C(=O)NCCCOCC)c(=O)c2cc(S(=O)(=O)N(CC)CC)ccc21	1.2	0.9	4	1	41	-0.27	7%	-0.32	-4
Cn1c(SCc2nnc3n2CCCCC3)nc2ccccc21	1.1	0.9	-1	-12	-11	0.28	2%	-0.00074	5
O=C(CCCn1c(=S)[nH]c2cc3c(cc2c1=O)OCO3)N1CCc2ccccc2C1	1.1	0.9	10	22	3	1.5	6%	2.6	1
Cn1c(=O)c2c(nc(SCCN3CCOCC3)n2Cc2cccc3ccccc23)n(C)c1=O	1.1	1	-14	11	18	0.53	4%	0.33	5
Cc1cc(-n2c(C)cc(C(=O)CSc3ncnc4ccccc34)c2C)no1	1.1	1	-71	12	-64	-1.4	1%	7*	4
COc1cc(NC(=O)N[C@H](C(=O)O)C(C)C)cc(OC)c1	1.1	0.9	17	-9	27	0.39	1%	1.3	6

An excerpt from above in order of their number in M1 antag, ascending:
SMILES	M1 antag
Cc1cc(-n2c(C)cc(C(=O)CSc3ncnc4ccccc34)c2C)no1	-1.4
CCCCN(CC)CCCNC(=O)Cn1nc(Cc2ccncc2)c2ccccc2c1=O	-0.51
O=C(c1ccc(Cl)s1)N1CCN(c2ccccc2)CC1	-0.11
CCOc1cc(S(=O)(=O)NCC2OCCc3ccccc32)c(OCC)cc1-n1cnnn1 (stereo not drawn)	0.6
COc1ccc(OC)c(S(=O)(=O)N2c3cc(F)ccc3CCC2C)c1 (stereo not drawn)	0.62

An excerpt from above with just Fluor 339 460:
| SMILES | Fluor 339 460 |
| --- | --- |
| O=C(CCN1C(=O)C2C3C=CC(C3)C2C1=O)N1CC(=O)N(CCc2ccccc2)C(=O)C1 (stereo not drawn) | 1.2 |
| N#CC1(c2nc3ccccc3[nH]2)CC1c1ccc2c(c1)OCO2 (stereo not drawn) | 1.2 |

(more compounds)
SMILES	Fluor 339 460	TNAP act mid DEA	SF1 activator	tolC growth inh	RORa activator	M1 antag	NADH coupling	M1 agonist	E coli RNAP
CC1=C(C(=O)Nc2ccccc2C)C2(CCCC2)C(C(N)=O)C(=O)N1 (stereo not drawn)	1	1	4	-5	3	-0.36	3%	0.003	9
CCOC(=O)Cn1c(=O)c2c(nc(Br)n2Cc2ccccc2)n(C)c1=O	1.1	1.1	0	7	-16	0.38	5%	-0.19	1
CCC1CCCCN1C(=O)CSc1nnc(CNC(=O)COc2ccc(Cl)cc2)o1 (stereo not drawn)	1	0.9	-2	-2	-5	-0.12	9%	-1.9	1
Cc1cc(C)nc(SCc2nnc(SCC(=O)Nc3ncc(C)s3)n2Cc2ccco2)n1	1	0.9	-6	4	-15	0.54	2%	0.043	19
CCOC(=O)C1=C(C)NC(C)=C(C(=O)OCC)C1c1ccc(OC)cc1	1.7	0.9	6	35	-13	-0.018	9%	1.9*	9
CCOCCCNC(=O)CN1CCN(Cc2ccccc2C)C1=O	0.99	0.9	5	-15	-1	-0.0099	4%	0.92	8
COC(=O)c1ccc(COC(=O)C23CC4CC(CC(O)(C4)C2)C3)o1	1.1	0.9	3	0	3	-0.27	5%	-0.21	0
COc1ccccc1N1CCN(C(=O)CN(Cc2ccc(Cl)cc2)S(C)(=O)=O)CC1	1	0.9	-2	26	-13	-0.0099	2%	0.66	6
COc1ccccc1-c1cc(C(=O)NCc2ccccc2)no1	1.2	0.8	2	80*	-10	-0.0048	2%	0.31	3
Cn1nnnc1P(=O)(c1ccccc1)c1ccccc1	1.1	1	-3	-7	-13	0.33	8%	-0.028	1
CCCOc1ccc2oc(=O)c3c(c2c1)CCCN3C(=O)CN1CCCC(C(=O)OCC)C1 (stereo not drawn)	1.8	0.9	-8	-5	4	-4.9*	15%	0.65	-2
Cc1ccc(CCN2C(=O)CCC2(C)C(=O)NC2CCCC2)cc1 (stereo not drawn)	1.1	0.9	-18	-2	-8	-0.081	5%	0.042	4
CCOC(=O)c1sc(NC(=O)CSc2nnc(Cc3ccccc3)o2)c(C#N)c1C	1.1	0.9	13	9	-14	0.76	24%	-0.045	14
CCOc1ccccc1C(=O)NC(C(=O)Nc1ccccc1N1CCOCC1)C(C)C (stereo not drawn)	1	1	-10	8	-23	0.96	3%	0.52	3
O=C(Cc1ccccc1)Nc1nnc(-c2cccs2)s1	1.7	0.9	31	12	9	-0.098	7%	0.33	4
Cc1ccc(C2CC(c3ccco3)n3nc(N)nc3N2)cc1 (stereo not drawn)	1.3	0.9	16	0	14	-0.1	3%	0.42	-3
Cc1[nH]nc2c1C(c1cccnc1)N(c1ccc(Br)cc1)C2=O (stereo not drawn)	1.1	·	-3	1	-14	-0.0042	1%	-0.034	·
O=c1cccc(-c2ccccc2)[nH]1	1.1	1	0	-21	-5	0.46	6%	0.23	14
O=C1CC(c2ccc(F)cc2)Cc2nc(N3CCN(c4ccccc4)CC3)ncc21 (stereo not drawn)	1.2	1	-7	-21	-19	0.21	2%	2.7	1
CCNc1nc(C)cc(COC)c1C#N	2.2*	0.9	-11	-8	6	-0.24	8%[fluoresces]	-0.029	-7
O=C(NCc1cccs1)c1ccncc1	1.1	1	-16	-1	-20	-0.58	5%	-0.68	2
CC(=O)Nc1ccc(S(=O)(=O)N2CCN(CC(=O)NC3CCCC3)CC2)cc1	1.1	1.1	-11	-2	-4	0.46	5%	0.58	5
O=C(CN1C(=O)c2ccccc2C1=O)N1CCN(c2ccccc2)CC1	1.1	0.9	-12	-5	-3	0.24	2%	-1.2	12
CC(C)CC1N=C2c3ccccc3N=C(SCc3cc(=O)n4ccccc4n3)N2C1=O (stereo not drawn)	1.4	0.9	-8	6	-7	·	8%	·	-1
CN(C1CCCCC1)S(=O)(=O)Cc1ccccc1	1.3	0.9	-8	0	3	0.46	11%	-0.43	4
CC(C)COC(=O)C1[C@H]2C(=O)N(Cc3cccs3)C[C@]23C=C[C@H]1O3 (stereo partly drawn)	1	0.8	7	-17	1	2	3%	0.16	11
c1cnn(-c2nc(N3CCOCC3)nc(N3CCOCC3)n2)c1	1.1	1	-11	-1	-14	-0.011	8%	0.63	-12
COc1ccc(C(=O)/C=C/Nc2cc(C)on2)c(OC)c1	1.4	1	10	-7	19	-0.092	13%	0.53	3
O=C(Nc1ncccc1O)c1cccc(S(=O)(=O)N2CCc3ccccc32)c1	1	1	-14	16	13	-0.47	6%	-0.47	4
c1ccc2c(c1)CCN(c1nc3cc4c(cc3s1)OCCO4)C2	1.1	0.9	-60	65*	-64	-0.38	8%	0.04	10
CC1CN(C(=O)Cn2cnc3c2c(=O)n(C)c(=O)n3C)CC(C)O1 (stereo not drawn)	1.1	0.9	-8	-7	-4	0.22	1%	0.12	6
Cc1nn(-c2ccccc2)c(C)c1/C=N/O	1.1	0.9	1	-1	4	0.59	3%	-0.44	3
Cc1c(NC(=O)C2Cc3ccccc3CN2C(=O)c2ccco2)c(=O)n(-c2ccccc2)n1C (stereo not drawn)	1.1	0.9	9	-18	-3	0.46	3%	0.27	5
COc1ccc(OC)c(C2NC(=O)c3sc(=S)n(-c4ccccc4)c3N2)c1 (stereo not drawn)	1	0.8	10	8	-12	0.33	9%	-0.59	15
Nc1nonc1-c1noc(-c2ccccc2)n1	1	0.9	40	12	7	-1.2	4%	0.47	8
O=C(NCCC1=CCCCC1)C1CCCN(S(=O)(=O)c2cccc3cccnc23)C1 (stereo not drawn)	1.1	1	-4	20	-20	0.36	3%	1.4	12
CCc1ccc(-c2ccc(C(=O)O)cc2)nc1	1	0.9	85*	5	38	0.88	6%	1.6	6
CCOC(=O)c1c(-c2cccs2)csc1NC(=O)c1ccco1	1.9	0.9	11	-11	10	0.23	4%[fluoresces]	-1.5	3
CC(=O)Oc1cc2c(C(=O)NCc3ccncc3)c(C)oc2c2ccccc12	1.1	0.9	-13	3	20	2*	3%	6.1*	4
O=C(C1CCN(c2ncnc3c2sc2cccc(F)c23)CC1)N1CCOCC1	1.5	1	1	-3	8	-0.75	8%	-0.043	9
O=C(Nc1cccc(F)c1)c1ccc(S(=O)(=O)N2CCOCC2)cc1	1	0.9	10	3	-3	-0.24	3%	-0.44	2
COc1ccc(-c2noc(CCC(=O)NCCN3CCN(c4ccccc4F)CC3)n2)cc1	1.1	1	-5	9	-6	-1.6	0%	5*	3
O=S(=O)(Nc1ccc2c(c1)OCCO2)c1cccs1	1.1	0.9	-8	7	6	0.28	7%	-0.85	8
CCC(=O)NCCNC(=O)c1c(SC)nsc1SC	1	1	0	-27	-13	0.027	4%	0.69	3

Screening data: PubChem BioAssay, several laboratories
